# From PubChem
# PGE2 EP2 inh = blocks the human prostaglandin E2 receptor EP2; C6 glioma cells expressing human EP2, cAMP TR-FRET; cells stimulated with saturating PGE2; inhibition, % at 25 µM; 260,000 compounds, 0.52% hits; AID 1422;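 active = percent inhibition above 40 after rounding to a whole number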;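 also: rat C6 glioma host cells with rolipram phosphodiesterase inhibitor present; the protocol text gives 20 µM as final concentration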
# CHOP inh = blocks CHOP induction under ER stress. CHO-K1 CHOP-promoter luciferase, tunicamycin-induced, 15-18 h. inhibition, % at 10 µM. 220,000 compounds, 3.8% hits;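 active = compounds that reduced the stress-induced luciferase reporter signal by more than about 70% of percent inhibition, limit read from the data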;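 also: 0% = tunicamycin plus vehicle and 100% = wells without tunicamycin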
# TNF necrop inh = TNF-alpha cell death inhibition in Jurkat FADD-/- cells | 220,000 compounds, 0.068% hits | Jurkat FADD-/- TNF necroptosis rescue, ATP luminescence, 24 h; 0 = TNF only, 100 = no-TNF cells | activation (protection from cell death), % at 10 µM | AID 463075;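 active = activation, meaning protection from cell death, of at least 50% relative to plate controls; inactive = activation below 50%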;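 also: necroptosis triggered by 40 ng/mL TNF-alpha added together with compound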
# PPC-1+TRAIL kill = kills PPC-1 cancer cells in the presence of TRAIL; PPC-1 cells + TRAIL, ATPLite viability luminescence; cell killing (% activity), % at 4 µM; 220,000 compounds, 0.41% hits; AID 1443;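 active = cell killing above 50% in the first pass at 4 µM, then a duplicate retest at 5 µM averaging 50% or more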;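 also: plate controls were cells with TRAIL plus DMSO for no effect and medium-only wells lacking cells for full effect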
# L929 necroptosis = blocks zVAD induced death of L929 cells; AID 1377; viability rescue, % at 10 µM; 220,000 compounds, 0.38% hits; L929 zVAD necroptosis rescue, ATP luminescence, 24 h; with zVAD 60 µM;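 active = activation, scaled between plate controls, above about 75%, limit read from the data; inactive = activation under that limit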;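 also: 0% = zVAD with DMSO and 100% = DMSO alone without zVAD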
# Tb hexokinase = blocks Trypanosoma brucei hexokinase 1 activity. recombinant TbHK1, G6PDH-coupled NADH A340. inhibition, % at 10 µM. 220,000 compounds, 0.11% hits;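 active = inhibition of 50% or more in the single-dose primary screen; inactive = inhibition below 50%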
# Wee1 degr inh = inhibitors of human Wee1 degradation; P30291; HeLa Luc-Wee1K328M stability, luciferase luminescence; 100% = proteasome inhibitor MG132 effect; reporter increase, % at 5 µM; 220,000 compounds, 1.2% hits; AID 1321;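 active = activation above the mean of all tested compounds plus 3 SD, set per screening run, cut at about 8.8% in these data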;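 also: cells exposed to compound for 20 h before luminescence read; 0% = DMSO alone and 100% = MG132 at 30 µM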
# Target sequence (P30291 whole entry K328M): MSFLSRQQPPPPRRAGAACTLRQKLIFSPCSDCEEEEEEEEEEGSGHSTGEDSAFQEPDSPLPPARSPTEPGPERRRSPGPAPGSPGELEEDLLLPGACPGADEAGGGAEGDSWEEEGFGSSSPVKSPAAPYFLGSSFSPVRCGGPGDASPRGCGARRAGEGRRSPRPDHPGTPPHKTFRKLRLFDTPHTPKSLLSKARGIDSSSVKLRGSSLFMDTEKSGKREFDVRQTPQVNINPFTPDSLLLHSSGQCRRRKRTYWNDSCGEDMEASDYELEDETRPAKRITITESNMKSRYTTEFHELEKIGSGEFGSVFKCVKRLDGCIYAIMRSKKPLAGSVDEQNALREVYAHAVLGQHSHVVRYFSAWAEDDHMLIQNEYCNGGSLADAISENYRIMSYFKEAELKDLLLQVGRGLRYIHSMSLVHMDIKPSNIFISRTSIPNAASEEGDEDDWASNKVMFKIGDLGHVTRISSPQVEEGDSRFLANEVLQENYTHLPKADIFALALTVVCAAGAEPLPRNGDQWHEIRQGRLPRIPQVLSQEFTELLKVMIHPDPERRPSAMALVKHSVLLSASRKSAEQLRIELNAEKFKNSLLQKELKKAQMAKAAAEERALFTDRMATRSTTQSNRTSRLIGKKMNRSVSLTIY
# FXIa inh 1536 = blocks human coagulation factor XIa protease activity | inhibition, % at 5 µM | 220,000 compounds, 0.14% hits | P03951 | purified FXIa, Boc-Glu-Ala-Arg-AMC fluorogenic substrate;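 active = inhibition of at least 40%; inactive = inhibition below 40%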;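 also: fluorescence of freed AMC excited at 355 nm; 0% = enzyme without compound and 100% = no enzyme blank; many of its hits are not listed in these tables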
# FXIIa inh 1536 = blocks human coagulation factor XIIa protease activity; 220,000 compounds, 0.3% hits; P00748; purified FXIIa, Boc-QGR-AMC fluorogenic substrate, 2 h; AID 800; inhibition, % at 5 µM; in the data active = inhibition above about 40%;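 also: 0% = enzyme with no compound and 100% = blank without enzyme; many of its hits are not listed in these tables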
# * = called active by the depositor; x = no result given; & = joins results of further samples.
nr	molecule	PGE2 EP2 inh	CHOP inh	TNF necrop inh	PPC-1+TRAIL kill	L929 necroptosis	Tb hexokinase	Wee1 degr inh	FXIa inh 1536	FXIIa inh 1536
1	OC(COc1ccccc1)CSc1ncn[nH]1 (stereo unspecified)	4	30	-0.9	15	0.1	-2	-2	3	17
2	C/C(=N\NC(=O)CO/N=C(\C)c1cccs1)c1ccc(N)cc1	10	3	-2.5	7	0.8	-9	8	-3	3
3	CC(=O)NS(=O)(=O)c1ccc(N=NN2CCOCC2)cc1	5	-21	1.2	24	0.2	-22	-2	7	11
4	CCOC(=O)c1nn(-c2ccc(F)cc2)c(C)c1C(C)=O	11	7	12	12	-0.5	0	-2	-4	5
5	CC(C)C(=O)Nc1ccc(N2CCN(C(=O)c3cccs3)CC2)cc1	6&8	-6	2.0	5	11	-2	4	3	3
6	O=C(C1CC(=O)N(C2CCCCC2)C1)N1CCc2ccccc21 (stereo unspecified)	14	27	-1.0	10	0.4	1	1	-2	9
7	O=C(CCl)c1ccc2[nH]c(=O)oc2c1	8	-13	-2.1	14	0.9	-33	4	-3	1
8	COCCCn1c(SCc2nnc(-c3ccc(OC)c(OC)c3)o2)nc2ccccc2c1=O	8	14	-1.3	6	-0.5	-8	-2	7	13
9	COc1ccc(C2CC(c3c(O)cc(C)oc3=O)=NCCS2)c(OC)c1 (stereo unspecified)	25	x	-21	20	-2.2	-14	-1	5	5
10	CCOc1ccccc1NC(=O)CSc1nc(N)c(C#N)cc1C#N	21	13	-2.0	-5	-0.4	-6	-3	-2	7
11	COC(=O)c1ccccc1NC(=O)COC(=O)C1CCCCC1	4	64	0.5	9	0.1	-8	-2	-1	8
12	Cc1ccc(-n2[nH]c(C)c(/C=N/NC(=O)c3cccc([N+](=O)[O-])c3)c2=O)cc1C	8	86*	-9.0	60*	12	-17	2	5	1
13	COc1ccc(-c2cc(C(=O)N/N=C/c3ccc(OC)c(COCC(F)(F)C(F)F)c3)c3ccccc3n2)c(OC)c1	10	24	-0.2	18	0.2	-35	2	-11	-4
14	COc1ccc(OC)c(S(=O)(=O)N2c3ccccc3CC2C)c1 (stereo unspecified)	6	8	-1.8	-5	-1.4	3	2	-3	2
15	Cc1ccc(S(=O)(=O)CC(=O)N(C)C)cc1	5	7	0.0	2	-0.1	1	3	6	5
16	CCOC(=O)/C(C#N)=C(C)/C=C1\Sc2ccccc2N1CC	5	-3	3.3	30	0.2	-3	0	13	7
17	COC(=O)c1cc2ccccc2c(-c2c(O)ccc3ccccc23)c1O	8	-5	1.4	-2	-0.2	-5	2	7	7
18	CN(CC/C=C1/c2ccccc2CSc2ccccc21)CCCO	9	1	3.4	34	-0.6	-2	-2	1	10
19	C=CCNC(=O)c1csc(-c2ccccc2)n1	4	35	-4.1	11	-0.2	-2	-2	-9	-3
20	CCOC(=O)CSC1=C(C#N)C(c2ccco2)C(C(=O)OCc2ccccc2)=C(C)N1 (stereo unspecified)	12	-24	-3.1	8	-1.0	3	-2	3	6
21	O=C(c1ccc(F)cc1)n1c(NCc2ccccc2)n[nH]c1=S	8	15	3.1	9	0.0	-7	2	26	18
22	O=C(COc1ccccc1C(=O)N/N=C\c1ccc(O)c(O)c1)N/N=C/c1ccc(O)c(O)c1	x	2	-9.6	21	0.4	-5	-1	7	8
23	COc1cc(/C=N\NC(=O)c2cccc(Cl)c2)ccc1Oc1ccc([N+](=O)[O-])cn1	8	3	-1.8	0	5.9	-23	0	1	4
24	CC(=O)NC1=NN(C(C)=O)C(C)(CC(=O)OC(C)(C)C)S1 (stereo unspecified)	9	6	1.0	-1	6.3	0	-1	-6	5

# Shown screen by screen: entries from further up
[17] COC(=O)c1cc2ccccc2c(-c2c(O)ccc3ccccc23)c1O
[18] CN(CC/C=C1/c2ccccc2CSc2ccccc21)CCCO
[19] C=CCNC(=O)c1csc(-c2ccccc2)n1
[20] CCOC(=O)CSC1=C(C#N)C(c2ccco2)C(C(=O)OCc2ccccc2)=C(C)N1 (stereo unspecified)
[21] O=C(c1ccc(F)cc1)n1c(NCc2ccccc2)n[nH]c1=S
[22] O=C(COc1ccccc1C(=O)N/N=C\c1ccc(O)c(O)c1)N/N=C/c1ccc(O)c(O)c1
assay / compound,17,18,19,20,21,22
PGE2 EP2 inh,8,9,4,12,8,x
CHOP inh,-5,1,35,-24,15,2
TNF necrop inh,1.4,3.4,-4.1,-3.1,3.1,-9.6
PPC-1+TRAIL kill,-2,34,11,8,9,21
L929 necroptosis,-0.2,-0.6,-0.2,-1.0,0.0,0.4
Tb hexokinase,-5,-2,-2,3,-7,-5
Wee1 degr inh,2,-2,-2,-2,2,-1
FXIa inh 1536,7,1,-9,3,26,7
FXIIa inh 1536,7,10,-3,6,18,8

# Next results follow.
nr	molecule	PGE2 EP2 inh	CHOP inh	TNF necrop inh	PPC-1+TRAIL kill	L929 necroptosis	Tb hexokinase	Wee1 degr inh	FXIa inh 1536	FXIIa inh 1536
25	O=C(NCc1ccccc1)c1cc(-n2cnnc2)ccc1Cl	14	-5	-1.4	30	0.6	-1	3	1	15
26	COc1ccc(CC(C)N2CCN(c3ccccc3)CC2)cc1OC (stereo unspecified)	6	32	1.6	7	0.4	1	-1	-6	5
27	Cc1ccc(NC(=O)c2cc(N3C(=O)CCC3=O)ccc2N2CCCCC2)cc1	5	6	0.1	x	0.3	-2	2	0	4
28	O=C(CCSc1nc2cc(Cl)ccc2o1)N1CCOCC1	9	12	-0.9	17	0.0	7	-1	5	10

# A portion of the library (hit frequency here may not be typical).
